Screening data (PubChem)
PPARg SRC2 recr = agonists of PPARg-SRC-2 recruitment, primary screen, biochemical, HTS; Peroxisome proliferator-activated receptor gamma (Homo sapiens), P37231; PPARgamma LBD-SRC-2 recruitment; activation, % at 8 µM; actives 0.34% (n = 200,000); AID 1032, 2008; in the data active means activation above about 22%;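 further: 0% = vehicle and 100% = reference agonist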
Target sequence (P37231 whole entry, looked up, the tested form may be a part): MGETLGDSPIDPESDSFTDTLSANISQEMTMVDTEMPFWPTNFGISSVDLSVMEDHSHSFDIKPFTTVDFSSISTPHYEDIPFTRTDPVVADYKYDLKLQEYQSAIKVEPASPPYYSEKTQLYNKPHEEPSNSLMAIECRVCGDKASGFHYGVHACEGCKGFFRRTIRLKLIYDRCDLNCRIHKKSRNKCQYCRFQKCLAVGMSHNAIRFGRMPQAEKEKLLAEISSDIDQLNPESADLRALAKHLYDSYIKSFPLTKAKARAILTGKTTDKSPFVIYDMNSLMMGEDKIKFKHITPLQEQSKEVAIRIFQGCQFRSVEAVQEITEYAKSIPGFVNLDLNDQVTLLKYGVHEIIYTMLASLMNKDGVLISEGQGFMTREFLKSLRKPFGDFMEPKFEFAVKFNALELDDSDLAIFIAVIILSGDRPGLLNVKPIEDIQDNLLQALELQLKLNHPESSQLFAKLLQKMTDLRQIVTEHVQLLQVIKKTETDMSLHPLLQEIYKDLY
PMI act hi M6P = human PMI activators, high substrate, primary screen, biochemical, fluorescence intensity, near-saturating mannose 6-phosphate | activation factor at 20 µM | coupled PMI enzyme assay, resazurin fluorescence, 20 min; hits give high values; 1 = untreated enzyme, 0 = substrate-free blank | Mannose-6-phosphate isomerase (Homo sapiens), P34949 | actives 0.34% (n = 190,000);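 active means activation factor of 2 or more at 20 µM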
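Test system: Human PMI in coupled enzyme assay | Input: 15 ng/mL PMI | Medium: HEPES-buffered pH 7.4 with magnesium and detergent | Compound: One concentration, 20 µM, in 1% DMSO | Incubation: Enzyme reaction with compound 20 min at room temperature | Detection: Diaphorase-driven resazurin-to-resorufin fluorescence, excitation 544, emission 590 nm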
G6PDH CS = L. mesenteroides G6PDH inhibitors, counter-screen for G6PDH-coupled screening assays, biochemical, Leuconostoc mesenteroides enzyme | actives 0.12% (n = 200,000) | Purified L. mesenteroides G6PDH, diaphorase/resazurin coupled fluorescence, 45 min | glucose-6-phosphate dehydrogenase [Leuconostoc mesenteroides] | inhibition, % at 5 µM; in the data active means inhibition above about 50%
PPARg SRC1 recr = PPARgamma agonists recruiting SRC-1 coactivator, primary screen, biochemical; Peroxisome proliferator-activated receptor gamma (Homo sapiens), P37231; PPARgamma-SRC-1 coactivator recruitment biochemical assay; activation, % at 8 µM; actives 0.41% (n = 200,000); in the data active means activation above about 19%;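 further: 0% = DMSO and 100% = reference agonist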
PMI activator = activators of human PMI, primary screen, biochemical, fluorescence intensity, near-Km mannose 6-phosphate | Mannose-6-phosphate isomerase (Homo sapiens), P34949 | purified human PMI, coupled resazurin fluorescence, 20 min; hits give high values; 1 = vehicle control, 0 substrate-free wells | activation factor at 20 µM | actives 0.005% (n = 190,000) | AID 1214, 2008;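 active means activation factor of 2 or more at 20 µM, relative to plate controls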
SRC2 TRFRET art = TR-FRET signal artefacts, primary screen, artefact control for PPARgamma SRC-2 agonist project, biochemical; TR-FRET artefact counter-screen; hits give high values; TR-FRET ratio at 8 µM; actives 0.4% (n = 200,000); AID 1049, 2008; in the data active means TR-FRET ratio above about 2000; further: inactives centre near 1500
S1P3 antagonist = S1P3 receptor antagonists, primary screen, cell-based; CHO S1P3 NFAT-BLA reporter, FRET fluorescence, antagonist mode; actives 0.27% (n = 170,000); inhibition, % at 4.98 µM; Sphingosine 1-phosphate receptor 3 (Homo sapiens), Q99500;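 active means inhibition above the plate cutoff, the mean inhibition of test wells on that plate plus 3 SD, cut at about 28% in these data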;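 further: cells challenged with S1P at its EC80 of 0.8 µM; blue over green emission ratio from cleaved BLA substrate after 4 h stimulation; 0% = S1P-stimulated wells and 100% = unstimulated DMSO-only wells; some compounds past the cut are filed as inactive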
ROMK primary = ROMK potassium channel modulators, primary screen, cell-based, thallium flux, MLSMR library; actives 2% (n = 130,000); B-score at 10 µM; ATP-sensitive inward rectifier potassium channel 1 (Homo sapiens), P48048; Tet-inducible ROMK, thallium flux fluorescence; actives lie on both sides;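 active means signal ratio slope over the read window, or its plate-corrected B-score, at least 3 SD from the plate mean, either direction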;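 further: B-score of the F/F0 ratio slope over 7 to 12 s after thallium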
Target sequence (P48048 whole entry, looked up): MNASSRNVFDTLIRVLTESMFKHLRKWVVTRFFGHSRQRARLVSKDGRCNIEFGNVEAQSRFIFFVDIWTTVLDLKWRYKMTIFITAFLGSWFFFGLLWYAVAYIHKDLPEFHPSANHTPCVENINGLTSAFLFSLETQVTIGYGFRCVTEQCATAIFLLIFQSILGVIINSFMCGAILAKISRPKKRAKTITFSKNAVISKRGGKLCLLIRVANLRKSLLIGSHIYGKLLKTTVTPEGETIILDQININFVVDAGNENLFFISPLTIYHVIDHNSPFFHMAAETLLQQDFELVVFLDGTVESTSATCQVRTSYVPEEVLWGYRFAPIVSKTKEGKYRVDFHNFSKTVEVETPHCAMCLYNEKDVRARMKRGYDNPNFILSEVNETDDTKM
Diaphorase inh = diaphorase inhibitors and chemical oxidizers, primary screen, counter-screen for diaphorase-coupled primary assays, biochemical, uHTS, resorufin fluorescence; actives 0.69% (n = 190,000); diaphorase resazurin-to-resorufin fluorescence, NADH, 16 min; bacterial (C. kluyveri) enzyme, not human; inhibition, % at 20 µM;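 active means primary screen inhibition at 20 µM above a set limit, cut at about 50% in these data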;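 further: plate controls were DMSO with full reaction for no effect and wells lacking NADH for full effect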
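Detection: fluorescence of resorufin formed from resazurin, Ex 544/Em 590 nm; test system: Clostridium kluyveri diaphorase enzyme; amount: 0.14 U/mL diaphorase, enzyme working solution; times: 16-min room-temperature incubation before reading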
Diaph act CS = compounds boosting diaphorase resazurin reduction – biochemical, uHTS, resorufin fluorescence, counter-screen for diaphorase-coupled primary assays, primary screen. AID 1229, 2008. activation factor at 20 µM. Diaphorase/resazurin coupled assay, 16 min; hits give high values; 1 = vehicle wells, 0 = NADH-free wells. actives 0.005% (n = 190,000);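 active means diaphorase activity raised at least twofold by the compound at 20 µM; inactive means activation factor below 2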
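Material: Purified diaphorase enzyme from Clostridium kluyveri | Buffer or medium: 50 mM HEPES pH 7.4 with 4.542 mM MgCl2, 0.005% Tween 20 | Times: 16 min enzyme reaction, ambient temperature | Signal: Red resorufin fluorescence at 544/590 nm excitation/emission | Measure: Increased resorufin signal from activators or reducing compounds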
PPARg SRC3 recr = PPARgamma agonists recruiting SRC-3 coactivator, primary screen, biochemical | Peroxisome proliferator-activated receptor gamma (Homo sapiens), P37231 | activation, % at 8 µM | biochemical PPARgamma/SRC-3 coactivator recruitment assay | AID 731, 2007 | actives 0.26% (n = 200,000); in the data active means activation above about 23%;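 further: 0% = DMSO and 100% = reference agonist; some compounds past the cut are filed as inactive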
The depositor's hits bear a star; nt = not tested or not shown.

SMILES	PPARg SRC2 recr	PMI act hi M6P	G6PDH CS	PPARg SRC1 recr	PMI activator	SRC2 TRFRET art	S1P3 antagonist	ROMK primary	Diaphorase inh	Diaph act CS	PPARg SRC3 recr
O=C1NC(=O)/C(=C/c2ccc(O)cc2)S1	-1.5	1	-1.8	4.5	1.1	1572	-14.0	-0.638	20.3	0.8	-0.3
CCOC(=O)c1ccc(CNS(=O)(=O)c2c(C)ccc3nsnc23)o1	1.2	1	3.0	4.1	1	1602	-3.5	nt	4.1	1	-11.8
O=c1cc(CSc2nnc(C3CC3)n2Cc2ccccc2)nc2sccn12	-3.4	1	-1.9	2.6	1.2	1567	0.1	-0.0374	12.3	0.9	-1.1
O=C(CSc1ncnc2c1nnn2Cc1ccccc1)NC1CCCC1	8.3	0.9	2.2	0.2	1	1662	-1.9	-0.786	13.1	0.9	0.9
N#C/C(=C/c1ccc(Oc2ccc([N+](=O)[O-])cn2)cc1)C(=O)N1CCOCC1	-0.9	1	10.1	1.8	1.1	1519	-4.5	-3.2	10.7	0.9	3.2
CN(N)C(=S)NCc1ccccc1	6.2	0.9	2.6	3.0	0.9	1589	nt	nt	13.7	0.9	4.5
CCN1CCN(C(=O)c2ccc3c(c2)N(Cc2ccc(F)cc2)C(=O)c2ccccc2S3=O)CC1 (stereo not given)	-9.6	1	8.7	-5.0	1	1497	-0.3	nt	10.0	0.9	-3.6
Cc1ccc(C(=O)CCNc2cccc(Br)c2)o1	-1.0	1	0.0	-7.8	1	1499	-45.8	1.92	13.9	0.9	-3.0
O=C(c1ccccc1)N1CCCCC(S(=O)(=O)c2ccc3ccccc3c2)C1=O (stereo not given)	8.4	0.9	-18.4	-0.3	0.9	1632	nt	-0.902	14.5	0.9	13.2
Cc1oc2c(CN(C)C)c(O)ccc2c(=O)c1-c1cscn1	0.3	1	1.4	2.4	1	1658	2.0	0.449	9.7	0.9	-5.0
Cc1cc(Nc2ccc3c(c2)OCCO3)n2ncnc2n1	0.2	1	0.2	9.1	1	1449	-10.6	nt	12.5	0.9	-6.0
O=C(Nc1nc(-c2ccccc2)cs1)C1CCCO1 (stereo not given)	0.2	0.9	19.1	-0.3	0.9	1443	nt	-0.198	0.5	1	1.2
Cc1ccc(S(=O)(=O)N2CCN(C(=S)NCCc3ccccc3)CC2)cc1	-1.4	0.9	-1.2	1.7	0.9	1655	4.7	0.555	21.4	0.8	4.1
Cn1c(SCC(=O)NCc2cccs2)nnc1-c1ccco1	1.1	0.9	-5.7	3.8	0.9	1601	-10.8	nt	16.6	0.8	6.8
O=C(NCc1nnc(SCc2ccc(C(F)(F)F)cc2)n1-c1ccccc1)C12CC3CC(CC(C3)C1)C2	6.7	1	7.8	3.3	0.9	1640	-20.6	-1.55	12.8	0.9	0.7
CCOc1ccccc1NC(=O)Nc1cc(C(=O)O)ccc1C	-3.9	1	9.8	0.7	1	1584	-14.9	0.859	-4.0	1	-5.2
CCCN(Cc1ccccc1)C(=S)Nc1ccc(F)cc1	-6.7	1.1	2.4	3.5	1.1	1561	16.2	-0.442	8.5	0.9	-1.0
COc1ccc(C(=O)SC2=NCCS2)cc1OC	-0.5	0.9	1.2	-0.2	1	1537	4.3	nt	15.2	0.8	-3.8
CC1CC(=O)C2=C(C1)Nc1ccccc1N(C(=O)COc1ccccc1)C2c1ccco1 (stereo not given)	3.1	1	3.7	7.4	0.9	1523	-20.8	nt	3.7	1	13.5
O=c1[nH]c(CN2CCN(Cc3ccc4c(c3)OCO4)CC2)nc2sc3c(c12)CCC3	nt	1	17.6	nt	0.9	nt	-3.7	nt	6.4	0.9	nt
COCc1nnc(NC(=O)CCCOc2ccccc2OC)s1	-5.2	1	3.2	-1.0	1	1595	-2.9	1.08	10.7	0.9	-16.9
Cc1ccc(NC2=C/C(=N\S(=O)(=O)c3cccs3)c3ccccc3C2=O)c(C)c1	4.7	0.5	52.5*	-0.3	1	1455	nt	-2.16	20.2	0.8	7.4
Cc1sc2nc(Cc3ccccc3)[nH]c(=O)c2c1-c1ccccc1	5.5	1	-2.6	7.5	1	1712	4.1	-0.153	5.6	0.9	6.8
COc1ccc(/C(C)=N/Nc2ccc(C(=O)O)cc2)cc1OC	6.8	2.5*	11.4	-4.4	1.8	1443	-5.3	1.52	4.9	1	2.4
COc1ccc(C2CC(c3ccccc3)=NN2C(=O)CSc2ncccn2)cc1 (stereo not given)	-0.9	1	26.4	-6.6	0.9	1229	-11.3	nt	8.5	0.9	0.6
O=C(c1ccco1)N1CCN(C(=O)C2c3ccccc3Oc3ccccc32)CC1	3.1	0.9	12.7	-3.2	0.9	1438	-9.1	nt	8.8	0.9	9.9
CCN1C(=O)NC(c2cccnc2)C(C(=O)OC)=C1C (stereo not given)	0.7	1	9.0	1.8	0.8	1537	3.5	nt	9.7	0.9	-0.7
O=[N+]([O-])c1cccc(NC(=S)N2CCOCC2)c1	1.7	1	0.8	-5.1	1.1	1709	-23.1	-0.67	12.9	0.9	-1.1
Cc1cc(NC(=O)CSc2nc(-c3ccc(Cl)cc3)cs2)no1	1.1	0.9	-2.9	3.8	0.9	1535	nt	-0.49	15.1	0.8	1.6
CCCCCCn1c(SCC(=O)OC)nc2c1c(=O)[nH]c(=O)n2C	1.8	0.9	-10.3	11.0	0.5	1491	-3.6	nt	14.6	0.9	2.1
O=C(O)C1C2C=CC(C3CC23)C1C(=O)N1CCc2ccccc21 (stereo not given)	-12.6	1	-1.9	4.6	1	1327	nt	nt	10.4	0.9	3.4
O=C(CN1CCN(c2ccc(F)cc2)CC1)Nc1cc(C(F)(F)F)ccc1Cl	0.9	0.9	7.6	-0.3	0.9	1748	-29.4	nt	20.8	0.8	14.5
CCn1cc(C(=O)OCC(=O)NCc2ccc3c(c2)OCO3)c(=O)c2ccc(C)nc21	8.6	1	4.5	5.8	1	1714	-21.6	nt	8.6	0.9	-2.5
CC(C)(C)n1nc2c(c1NC(=O)c1cc3ccccc3o1)CSC2	-3.6	1	-3.3	0.2	1	1490	6.6	-2.54	14.6	0.9	2.9
COc1ccc(-c2nc(CN3CCCCC3CCc3ccccn3)c(C)o2)cc1 (stereo not given)	-4.9	1	1.8	-1.6	1	1395	1.9	-1.47	4.9	1	1.1
CC1=CC(C)=Nc2ccccc2N1	2.8	1.5	10.1	1.1	1.2	1327	nt	0.205	21.3	0.8	1.8
COc1cc(-c2nc3ccc4ccccc4c3c3c2CCC3)ccc1O	-7.2	1	-35.4	-5.5	0.9	1410	5.9	0.455	19.0	0.8	2.4
OCCSc1nc2ccccc2n1CCOc1ccccc1	6.4	0.9	6.5	3.0	0.9	1562	nt	-0.0931	10.1	0.9	5.9
O=C(c1ccc(F)cc1F)N1CCN(c2ncccn2)CC1	6.5	1	-4.6	3.8	1	1653	nt	nt	7.5	0.9	1.6
COc1cc(C2NC(=O)NC(c3ccccc3)=C2C(C)=O)ccc1OCC(=O)O (stereo not given)	-1.6	1	5.8	-3.4	0.9	1374	-50.8	nt	18.0	0.8	-12.7
CCOc1ccc(-n2c(=S)sc3c(=O)[nH]c(SCC(=O)C(C)(C)C)nc32)cc1	10.8	1.2	1.3	5.0	1.1	1703	0.9	nt	67.5*	0.3	0.4
O=c1nc(-c2ccccc2)n(-c2ccc(Cl)cc2)[nH]1	-2.9	1	1.2	5.6	0.9	1465	-23.6	nt	9.6	0.9	-2.0
CCC(C)NC(=O)CSC1=Nc2ccccc2C2=NC(CC(=O)NCc3ccccc3)C(=O)N12 (stereo not given)	20.5	1.2	1.1	4.8	1.1	1709	-1.2	-0.0379	15.1	0.8	-1.0
CCCOc1ccc(N2C(=O)CC(NNC(=O)c3ccc(COc4ccccc4)o3)C2=O)cc1 (stereo not given)	1.2	1	-6.9	4.0	0.9	1392	2.1	nt	8.8	0.9	2.3
CCn1c(Cc2ccccc2)nnc1SCC(=O)Nc1nnc(-c2ccccc2)s1	8.6	1	-3.9	8.3	1	1733	-20.3	-0.0461	6.1	0.9	6.0
COc1ccc(-c2[nH]nc3c2C(c2ccc(OC(=O)N4CCOCC4)cc2)C(C#N)=C(N)O3)cc1 (stereo not given)	0.7	0.8	4.4	7.7	0.9	1651	-5.8	nt	12.2	0.9	15.1
Cc1[nH]n2c(=O)c3c(nc2c1-c1ccc(F)cc1)CCCC3	1.2	1	4.4	-8.6	1	1242	-3.6	0.055	13.5	0.9	1.7
CC1(C)CC(=O)C(=CN2CCOCC2)C(=O)C1	3.3	0.9	12.2	8.5	1	1820	-10.1	-0.206	7.4	0.9	-2.5
O=C(O)CSc1nnc(-c2ccncc2)n1Cc1ccccc1	2.0	1	4.7	2.6	0.9	1335	nt	0.0315	12.0	0.9	0.2
Cc1cccc(N(CC(=O)NC2CCCCC2)C(=O)Cn2nnc(-c3ccc(C)o3)n2)c1	0.2	1.1	2.7	-0.8	1.1	1651	-5.1	-0.712	5.5	0.9	4.2

Some of these compounds in order of count of non-hydrogen atoms, ascending:
SMILES	PPARg SRC2 recr	PMI act hi M6P	G6PDH CS	PPARg SRC1 recr	PMI activator	SRC2 TRFRET art	S1P3 antagonist	ROMK primary	Diaphorase inh	Diaph act CS	PPARg SRC3 recr
CCCN(Cc1ccccc1)C(=S)Nc1ccc(F)cc1	-6.7	1.1	2.4	3.5	1.1	1561	16.2	-0.442	8.5	0.9	-1.0
COc1cc(C2NC(=O)NC(c3ccccc3)=C2C(C)=O)ccc1OCC(=O)O (stereo not given)	-1.6	1	5.8	-3.4	0.9	1374	-50.8	nt	18.0	0.8	-12.7
COc1ccc(-c2[nH]nc3c2C(c2ccc(OC(=O)N4CCOCC4)cc2)C(C#N)=C(N)O3)cc1 (stereo not given)	0.7	0.8	4.4	7.7	0.9	1651	-5.8	nt	12.2	0.9	15.1
